# Assay outcomes from PubChem.
# Sm TGR block: qHTS Assay for the Inhibitors of Schistosoma Mansoni Peroxiredoxins. Schistosoma mansoni thioredoxin glutathione reductase (TGR), Q962Y6. purified TGR, DTNB reduction, TNB absorbance 405 nm. Potency, µM (highest dose often 114 µM), inactives show at the highest dose activity change, negative = inhibition, most hits filed as inhibitors. 360,000 tested, 3% active; note: potency is the fitted concentration of half-maximal effect; nearly all actives have a fitted effect of over 60% in size
#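 Kinetic colorimetric format: TGR-catalysed, NADPH-driven DTNB reduction monitored via TNB absorbance. Enzyme dispensed at 20 nM; compound exposure 15 min at room temperature before reaction start.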
# Tb PYK inh: qHTS of Trypanosoma Brucei Inhibitors. pyruvate kinase (Trypanosoma brucei), Q57TT1. TbPYK enzyme, Kinase-Glo Plus ATP luminescence, 45 min. Potency, µM (doses to about 76.8 µM), for the others: top-dose activity, negative = inhibition, most hits filed as inhibitors. 410,000 tested, 0.12% active; note: potency is the fitted concentration of half-maximal effect; nearly all actives have a fitted effect of over 50% in size
#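 T. brucei PYK with substrate was exposed to pin-transferred compounds across a concentration series, then started with 130 uM ADP (final). After 45 min at room temperature, Kinase-Glo Plus luminescence was read, normalized and curve-fitted.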
# AmpC inh no detg: qHTS Inhibitors of AmpC Beta-Lactamase (assay without detergent). P00811. AmpC nitrocefin hydrolysis, absorbance 480 nm, 0.0001% Triton. Potency, µM (titrated, usually from 57.1 µM), for the others: at the highest dose activity change, negative = inhibition, actives largely listed as inhibitors. 330,000 tested, 0.52% active;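 note: potency is the fitted concentration of half-maximal effect; plate controls were no compound for no effect and no enzyme for full effect; nearly all actives have a fitted effect of over 20% in size; some results filed as inactive show a strong effect at the top dose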
# Target sequence (P00811 whole entry, looked up): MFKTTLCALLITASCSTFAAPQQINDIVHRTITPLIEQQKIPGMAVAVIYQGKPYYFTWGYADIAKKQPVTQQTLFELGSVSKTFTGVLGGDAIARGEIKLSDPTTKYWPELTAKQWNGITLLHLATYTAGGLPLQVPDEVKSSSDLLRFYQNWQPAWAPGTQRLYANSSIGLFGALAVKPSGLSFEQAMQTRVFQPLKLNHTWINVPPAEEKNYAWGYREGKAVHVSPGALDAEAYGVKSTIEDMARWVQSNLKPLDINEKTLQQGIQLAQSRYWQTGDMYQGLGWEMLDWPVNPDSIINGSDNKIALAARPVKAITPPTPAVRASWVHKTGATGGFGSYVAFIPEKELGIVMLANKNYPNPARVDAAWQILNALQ
#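 20 mM phosphate pH 7.0 + 0.01% (detergent screen) or 0.0001% Triton X-100; 5.3 nM AmpC reagent; cpd preinc 15 min RT; nitrocefin (800 uM stock) to start; A480 q20 s × 4 min; Activity was normalised to no-enzyme and no-compound control wells.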
# AmpC detergent: qHTS Inhibitors of AmpC Beta-Lactamase (assay with detergent). 370,000 tested, 0.041% active. AmpC hydrolysis of nitrocefin, absorbance 480 nm, 0.01% Triton. Potency, µM (top dose mostly 114 µM), for inactives: at the highest dose activity change, negative = inhibition, usual class: inhibitors. P00811;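 note: potency is the fitted concentration of half-maximal effect; 0% = no-compound wells and -100% = no-enzyme wells; nearly all actives have a fitted effect of over 25% in size; some results filed as inactive show a strong effect at the top dose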
#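 AmpC (5.3 nM in the dispensed reagent) in 20 mM phosphate pH 7.0 with 0.01% (detergent screen) or 0.0001% Triton X-100 was preincubated with compounds for 15 min at room temperature. Nitrocefin was then added from an 800 uM solution, and hydrolysis was followed at 480 nm.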
# HCMV antiviral: qHTS Assay for inhibitors of the human cytomegalovirus (HCMV); HFF cells, HCMV-luciferase reporter, 72 h; active compounds read low; activity change, negative = inhibition, % at 57.5 µM; 410,000 tested, 4.5% active; AID 1259415, 2018; in the data active = activity change below about -60%; inconclusive = no clear call, values can overlap the other calls; inactive = above about -39%
#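 Compounds were evaluated in HFFs infected with an HCMV luciferase reporter virus (MOI 1 PFU/cell). Luciferase in lysates collected 72 h post infection served as the replication measure.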
# LmPK inh: qHTS Assay for Inhibitors of Leishmania Mexicana Pyruvate Kinase (LmPK); purified LmPK, Kinase-Glo ATP luminescence, 1 h; Potency, µM (series often up to 57.5 µM), for the others: top-dose activity change, negative = inhibition, most hits filed as inhibitors; 290,000 tested, 0.37% active; AID 1721, 2009; note: potency is the fitted concentration of half-maximal effect
# Target sequence (Q27686 whole entry, looked up): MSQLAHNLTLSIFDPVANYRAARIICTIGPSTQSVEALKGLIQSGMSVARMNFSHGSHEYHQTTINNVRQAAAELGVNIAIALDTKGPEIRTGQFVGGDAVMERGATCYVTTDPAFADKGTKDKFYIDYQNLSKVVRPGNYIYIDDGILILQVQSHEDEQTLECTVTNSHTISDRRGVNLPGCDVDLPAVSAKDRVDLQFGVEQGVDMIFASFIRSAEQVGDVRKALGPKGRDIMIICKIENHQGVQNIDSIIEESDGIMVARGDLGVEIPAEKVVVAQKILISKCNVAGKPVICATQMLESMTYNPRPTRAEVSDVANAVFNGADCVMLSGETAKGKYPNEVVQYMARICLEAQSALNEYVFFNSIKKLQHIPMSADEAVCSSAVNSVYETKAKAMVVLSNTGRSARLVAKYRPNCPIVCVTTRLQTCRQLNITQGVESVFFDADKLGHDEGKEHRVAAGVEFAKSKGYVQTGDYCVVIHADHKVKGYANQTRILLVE
#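 In 50 mM imidazole pH 7.2 with 7 mM MgCl2, LmPK (0.1 nM) turned over PEP (0.5 mM) and ADP (0.1 mM) for 1 h at room temperature. Luciferase read-out of ATP.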
# AMA1 RON2 block: qHTS for Inhibitors of AMA1-RON; Towards Development of Antimalarial Drug Lead: Primary Screen. Plasmodium falciparum AMA1 (3D7) - RON2 peptide interaction. AlphaScreen AMA1-biotinylated RON2 peptide binding. Potency, µM (top dose mostly 58.2 µM), for inactives: at the top dose activity change, negative = inhibition, hits mostly inhibitors. 360,000 tested, 0.2% active;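 note: potency is the fitted concentration of half-maximal effect; 0% = vehicle wells and -100% = peptide control; nearly all actives have a fitted effect of over 45% in size; some results filed as inactive show a strong effect at the top dose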
#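 AMA1 (3D7) with his tag at 25 nM final met compounds first, then biotinylated RON2 peptide at 25 nM; detection used donor plus acceptor beads, 10 µg/mL apiece, read by AlphaScreen after 30 min at room temperature.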
# * marks the source's active call; other numbers are inactive results; ? = inconclusive; nt = not tested or not shown; & = joins results of further samples; [ ] = another dose, or the depositor's remark. Unless noted, calls come from the whole dose curve; as a rule, active = well fitted curve in the direction sought with a large enough effect; inconclusive = small, poorly fitted or top-dose-only effect, or another doubt; inactive = no such curve, though single readings can be large; an effect the other way counts as inactive or inconclusive. Unless noted, % is set by controls: 0 for no effect and ±100 for the full control effect. Compounds as they come; overall some 7.4% were active at least once.
SMILES,Sm TGR block,Tb PYK inh,AmpC inh no detg,AmpC detergent,HCMV antiviral,LmPK inh,AMA1 RON2 block
COc1cccc(NC(=S)N(CCc2c(C)[nH]c3ccc(C)cc23)Cc2cccs2)c1,-8%,0%,0%,-5%,-5,-4%,19%
CC(C)C(=O)Nc1ccc(-c2nnc(-c3ccccc3)o2)cc1,0%,-9%,-7%,-6%,-1,-6%,-25%
CCOC(=O)Cn1nc2sc3ccccc3n2c(=O)c1=O,3%,-1%,-24%,5%,60,-1%,7%
N#CC(=C1C=C(Br)C(=NO)C=C1Cl)c1cccc2ccccc12,nt,-2%,nt,nt,-28,nt,14µM*
Cc1ccc(Sc2ncccc2C(=O)O)cc1C,5%,-1%,-17%,6%,-67*,2%,17%
Cc1ccc(-c2n[nH]c(=S)n2/N=C/C=C/c2ccccc2[N+](=O)[O-])cc1,-2%,-31%,-38%,-3%,30,-10%,31%[activator]
CCN1C(=O)C(=Cc2c(C)n(CC(=O)NCC3CCCO3)c3ccccc23)C(=O)N(CC)C1=S (stereo not given),-33%,?,40%,0%,9,2%,-6%
CCOC(=O)c1ccc(NC(=O)CC2S/C(=N/N=C3/NC(=O)CS3)NC2=O)cc1 (stereo not given),2%,1%,-1%,11%,-17,7%,65%[activator]
O=C1CSC(c2ccccc2)N1Cc1ccccc1 (stereo not given),2%,nt,-6%,-3%,-6,-1%,nt
Cc1ccccc1CNC(=O)C1CCCN(c2cnccn2)C1 (stereo not given),-1%,-1%,-15%,0%,-22,7%,-3%
COc1ccc(S(=O)(=O)N2CCCC(C(=O)NCCCn3ccnc3)C2)cc1OC (stereo not given),9%,1%,-3%,-7%,-37,0%,-1%
CC(=O)N1c2ccc(S(=O)(=O)NCC3CCC(C(=O)NCc4ccco4)CC3)cc2CC1C (stereo not given),5%,5%,4%,2%,-8,0%,-10%
COc1cc2oc3ccccc3c(=O)c2cc1OC,17%,51%[activator],-18%,?,nt,-8%,15%
CCOc1ccc(Nc2oc(Cc3ccccc3)nc2C#N)cc1,-15%,-8%,-30%,-12%,-10,4%,-23%
C/C(=N\NC(=O)C(=O)Nc1cc(C)ccc1C)c1ccncc1,3%,2%,-5%,-3%,-4,2%,4%
CCN(CC)CCN(CC)Cc1ccccc1Br,-21%,2%,3%,-18%,9,-1%,-2%
COc1ccccc1Cn1c(C)c(C(=O)NCc2ccco2)sc1=O,nt,-2%,nt,nt,44,nt,-10%
C=CCNC(=O)CCCCC(=O)NCC=C,7%,-1%,-16%,1%,-19,0%,-9%
CC(C)(C)N1CC(C(=O)Nc2ccc(S(N)(=O)=O)cc2)CC1=O (stereo not given),4%,5%,0%,1%,35,1%,-3%
COc1cc(C2c3c(-c4cc(C)ccc4O)n[nH]c3C(=O)N2Cc2ccco2)cc(OC)c1OC (stereo not given),-7%,-5%,nt,5%,5,nt,nt

# Filtered by structure, those above with a carbonyl joined to an NH by a bond outside any ring (ten)
SMILES,Sm TGR block,Tb PYK inh,AmpC inh no detg,AmpC detergent,HCMV antiviral,LmPK inh,AMA1 RON2 block
CC(C)C(=O)Nc1ccc(-c2nnc(-c3ccccc3)o2)cc1,0%,-9%,-7%,-6%,-1,-6%,-25%
CCN1C(=O)C(=Cc2c(C)n(CC(=O)NCC3CCCO3)c3ccccc23)C(=O)N(CC)C1=S (stereo not given),-33%,?,40%,0%,9,2%,-6%
CCOC(=O)c1ccc(NC(=O)CC2S/C(=N/N=C3/NC(=O)CS3)NC2=O)cc1 (stereo not given),2%,1%,-1%,11%,-17,7%,65%[activator]
Cc1ccccc1CNC(=O)C1CCCN(c2cnccn2)C1 (stereo not given),-1%,-1%,-15%,0%,-22,7%,-3%
COc1ccc(S(=O)(=O)N2CCCC(C(=O)NCCCn3ccnc3)C2)cc1OC (stereo not given),9%,1%,-3%,-7%,-37,0%,-1%
CC(=O)N1c2ccc(S(=O)(=O)NCC3CCC(C(=O)NCc4ccco4)CC3)cc2CC1C (stereo not given),5%,5%,4%,2%,-8,0%,-10%
C/C(=N\NC(=O)C(=O)Nc1cc(C)ccc1C)c1ccncc1,3%,2%,-5%,-3%,-4,2%,4%
COc1ccccc1Cn1c(C)c(C(=O)NCc2ccco2)sc1=O,nt,-2%,nt,nt,44,nt,-10%
C=CCNC(=O)CCCCC(=O)NCC=C,7%,-1%,-16%,1%,-19,0%,-9%
CC(C)(C)N1CC(C(=O)Nc2ccc(S(N)(=O)=O)cc2)CC1=O (stereo not given),4%,5%,0%,1%,35,1%,-3%

# Next results:
SMILES,Sm TGR block,Tb PYK inh,AmpC inh no detg,AmpC detergent,HCMV antiviral,LmPK inh,AMA1 RON2 block
COC(=O)c1c(NC(=O)c2ccn(C)n2)sc2c1CCC2,-2%,-7%,-3%,1%,11,-1%,20%
COc1ccc(NC(=O)CN2CCN(CC(=O)Nc3ccccc3F)CC2)c(OC)c1,-19%&6%,9%&2%,8%,-1%&4%,19&-3,-2%,0%
Cc1csc(CN(C)C(=O)CC2C(=O)NCCN2Cc2ccc(F)c(F)c2)n1 (stereo not given),?,-1%,42%,2%,34,-4%,-5%
Brc1ccc(C=Nc2ccc3c(c2)OCCOCCOCCO3)s1,-12%,1%,-10%,?,4,1%,-15%
NC(=O)C1(N2CCCCC2)CCN(C(=S)Nc2cccc(Cl)c2)CC1,0%,-6%,-15%,4%,-9,0%,5%
O=C(NCC1CC1)Nc1cccc(Cl)c1,8%,5%,-11%,-1%,25,-2%,-4%
O=C1CCC([N+](=O)[O-])C(c2cccc(Br)c2)N1 (stereo not given),-1%,-6%,-37%,1%,14,-2%,0%
COc1ccc(OC)c2sc(N(CCN(C)C)C(=O)/C=C/c3cccs3)nc12,-13%,-3%,156%[activator],-1%,-85*,-11%,-27%
Cc1cc(C)c2c(-n3cccc3)c(C(=O)NCCCN3CCCCC3C)sc2n1 (stereo not given),10%,-3%,nt,23%,49,nt,nt
O=C(CSc1ncn(-c2ccccc2)n1)Nc1ccc2c(c1)OCCO2,2%,-8%,-24%,-18%,61,9%,-4%
COC(=O)C1=C(C)N(CCc2c[nH]c3ccc(OC)cc23)C(=O)C1,?,1%,185%[activator],-2%,73,-1%,0%
CCOc1ccc2nc(N(CCCN(C)C)C(=O)c3ccc4c(c3)CCCC4)sc2c1,3%,0%,177%[activator],5%,-40,7%,-12%
O=C1C(=O)N(CCN2CCOCC2)C(c2ccccc2)/C1=C(\O)c1ccc2c(c1)OCCO2 (stereo not given),-4%,-8%,-6%,-15%,-31,-10%,-2%
COC(=O)c1ccc(OCC(O)CN(CC(C)C)CC(C)C)cc1 (stereo not given),0%,0%,-4%,-9%,-11,5%,2%
O=C(CCc1nc(-c2ccccc2)no1)NCc1ccccc1CN1CCOCC1,-12%,1%,28%,-19%,?,nt,-10%
COC(=O)c1ccc(NC(=O)CSCc2ccccc2C)cc1,8%,10%,-28%,-1%,58,21%,4%
O=C(NCCc1ccc(S(=O)(=O)N2CCCC2)cc1)c1cccs1,0%,-4%,-14%,-5%,?,3%,-5%
CCn1nnc(NC(=O)c2cccnc2)n1,-30%,5%,-15%,-3%,-8,-1%,15%
Cc1ccccc1CS(=O)(=O)c1ccc(C(=O)N2CCOCC2)cc1[N+](=O)[O-],?,-6%,19%,?,?,1%,0%
CCCCC(c1nnnn1C1CCCC1)N1CCN(C2CCCC2)CC1 (stereo not given),0%,-6%,-3%,-4%,-16,-1%,-6%
CC(Sc1nc(N)cc(=O)[nH]1)C(=O)Nc1cccc(Cl)c1 (stereo not given),6%,-7%,-13%,0%,-38,5%,-8%
CCC1NC(=O)c2cc(S(N)(=O)=O)c(Cl)cc2N1 (stereo not given),1%,0%,-22%,-11%,0,nt,0%
COc1ccc(Nc2c(-c3cccc(O)c3)nc3cnccn23)cc1,-14%,-8%,nt,-2%,27,nt,nt
CC(/C=C/c1ccco1)=N/NC(=O)c1ccccc1Cl,22µM*,-1%,-10%,4%,71,0%,66%[activator]
Cc1ccc(NC(=O)CC(C)S(=O)(=O)c2ccc3c(c2)NC(=O)CO3)cc1Cl (stereo not given),3%,-6%,nt,1%,4,nt,nt
Cc1cc(/C=N/NC(=O)CC2(C)OCCO2)c(C)n1-c1ccc(Cl)c(Cl)c1,-14%,0%,85%[activator],-5%,-18,8%,-9%
CC(C)CC(=O)N=C1SC2CS(=O)(=O)CC2N1Cc1ccccc1Cl (stereo not given),0%,-1%,-9%,-15%,-10,-1%,-2%
CC(C)c1ccc(NC(=O)COC(=O)CC2CCCC2)cc1,nt,0%,-4%,nt,0,nt,36%[activator]
Fc1ccc(-c2csc(-c3ccncc3)n2)cc1,0%,0%,-15%,6%,11,-15%,-2%
N#Cc1ccc(N/N=C/c2cn(-c3ccccc3)nc2-c2ccccc2)c([N+](=O)[O-])c1,-20%,-3%,-12%,?,39,-4%,-3%
COc1cccc(C2CCCCN(C)C2=O)c1 (stereo not given),3%,-8%,3%,0%,34,1%,-2%

# Structures shown so far with a cyano group:
SMILES,Sm TGR block,Tb PYK inh,AmpC inh no detg,AmpC detergent,HCMV antiviral,LmPK inh,AMA1 RON2 block
N#CC(=C1C=C(Br)C(=NO)C=C1Cl)c1cccc2ccccc12,nt,-2%,nt,nt,-28,nt,14µM*
CCOc1ccc(Nc2oc(Cc3ccccc3)nc2C#N)cc1,-15%,-8%,-30%,-12%,-10,4%,-23%
N#Cc1ccc(N/N=C/c2cn(-c3ccccc3)nc2-c2ccccc2)c([N+](=O)[O-])c1,-20%,-3%,-12%,?,39,-4%,-3%
